# Screening data from PubChem.
# esBAF inh = inhibitors of esBAF chromatin remodeling in mouse ES cells | Bmi1-luciferase knock-in reporter, 24 h; 100% = twice the neutral-well signal | reporter increase, % at 12.5 µM | 350,000 compounds, 2% hits | AID 602393; in the data active = activation above about 40%; inconclusive = no clear call, values can overlap the other calls;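 note: 0% = median of the plate's neutral control wells and 100% = double that signal; a rise in the Bmi1 reporter signal indicates esBAF inhibition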
# S100A4 MyoIIA = inhibitors of human S100A4 binding to myosin IIA peptide | P26447 | S100A4/TAMRA-MyoIIA peptide fluorescence polarization | inhibition, % at 10.7 µM | 360,000 compounds, 0.14% hits | AID 652163;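 active = mean inhibition of at least 70% across replicates, with every replicate also reaching that level; inconclusive = mean inhibition reaches 70% but some replicates fall short; inactive = mean inhibition below 70%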
# Target sequence (P26447 whole entry, looked up): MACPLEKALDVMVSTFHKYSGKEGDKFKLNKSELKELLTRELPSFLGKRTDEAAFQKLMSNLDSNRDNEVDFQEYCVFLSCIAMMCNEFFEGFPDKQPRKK
#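 Compound dosing: one dose per compound; test system: human S100A4 monomer with TAMRA-labelled myosin IIA peptide; probe or stimulus: TAMRA-labelled myosin IIA heavy-chain peptide probe, 5 nM; medium: HEPES buffer with Ca2+, pH 7.2; schedule: 5 min incubation before reading; benchmarks: neutral control DMSO, positive control TFP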
# RAD54 inh = inhibitors of human RAD54 branch migration | RAD54 Holliday junction branch migration, FAM/BHQ fluorescence | inhibition, % at 10.4 µM | AID 602329 | 360,000 compounds, 0.14% hits;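 active = mean normalized replicate activity at least 40 and at least half of replicates scoring 40 or more; inconclusive = only one of the two criteria met; inactive = mean below 40 and under half of replicates reaching 40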;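 note: 0% = median of neutral control wells and 100% = median of positive control wells; inhibitors cause a drop in the FAM fluorescence signal; in these data hits start at about 50%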
# XiGFP reactiv = X-chromosome reactivation activator; XiGFP mouse fibroblasts, % GFP-positive cells imaging, 3 d; cells co-treated with 5-aza-dC sensitizer; scaled so ellipticine positive control = 100%; activation, % at 7.58 µM; 360,000 compounds, 0.055% hits; AID 743238;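 active = mean normalized replicate activation at least 10% and every replicate at or above 10%; inconclusive = only one of the two criteria met; inactive = mean below 10% and not all replicates reach 10%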;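 note: 0% = median of on-plate neutral control wells and 100% = ellipticine 6 µM median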
#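 assay system = SV40-immortalized XiGFP fibroblast cells, line 68-5-11 | buffer or medium = DMEM plus 5-aza-dC sensitizer | doses = single-point pinned compound dosing | times = 3-day compound exposure, then 15 min fixation at room temperature | benchmarks = positive control ellipticine, 6 µM final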
# E-selectin induc = induces E-selectin expression in human endothelial cells | activation, % at 7.58 µM | 260,000 compounds, 0.37% hits | AID 686992 | HUVEC E-selectin immunofluorescence imaging; normalized: neutral wells 0, TNF-alpha wells 100;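 active = mean E-selectin-positive cell signal at least 10% of the positive control, reached in at least 60% of replicates, without over 20% cell loss; inconclusive = no rule given, readout overlaps actives, possibly toxicity-flagged; inactive = the rest, including those meeting only one limit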;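 note: in these data hits start at about 27%; measured in HUVEC primary endothelial cells; signal is the percent of cells scored E-selectin positive by PE staining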
#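 Test system: HUVEC | Signal: Immunofluorescence imaging | Read-out: Percent E-selectin-positive cells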
# ERAP1 HTS inh = inhibitors of human ERAP1 aminopeptidase | Q9NZ08 | AID 652197 | recombinant ERAP1, Leu-AMC fluorescence, 60 min | inhibition, % at 10.7 µM | 340,000 compounds, 0.15% hits;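 active = mean replicate inhibition of at least 30%, or all replicates individually reaching that 30% level; inactive = mean below 30% and not every replicate reaching it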;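 note: 0% = neutral control wells and 100% = L-leucinethiol positive control wells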
# RAD52 anneal inh = inhibitors of human RAD52 DNA annealing. P43351. recombinant RAD52 DNA annealing, FRET fluorescence. inhibition, % at 18.7 µM. 360,000 compounds, 0.46% hits. AID 651710;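 active = every replicate showing at least 50% inhibition; inconclusive = mean inhibition at least 50% but not in every replicate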
# Target sequence (P43351 whole entry, looked up): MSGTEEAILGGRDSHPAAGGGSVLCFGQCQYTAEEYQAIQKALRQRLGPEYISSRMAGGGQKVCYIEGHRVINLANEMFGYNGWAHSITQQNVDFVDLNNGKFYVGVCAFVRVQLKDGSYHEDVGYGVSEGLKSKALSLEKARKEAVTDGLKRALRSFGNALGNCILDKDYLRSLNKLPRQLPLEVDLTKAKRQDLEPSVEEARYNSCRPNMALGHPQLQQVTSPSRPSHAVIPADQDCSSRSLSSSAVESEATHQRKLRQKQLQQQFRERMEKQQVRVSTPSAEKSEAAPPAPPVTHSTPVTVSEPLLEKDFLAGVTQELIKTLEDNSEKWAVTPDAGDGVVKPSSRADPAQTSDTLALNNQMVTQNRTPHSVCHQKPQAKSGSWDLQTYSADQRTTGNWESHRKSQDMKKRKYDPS
# ERp5 block = blocks human ERp5 reductase activity on insulin; ERp5 insulin aggregation, absorbance 650 nm, 90 min; inhibition, % at 9.99 µM; Q15084; 350,000 compounds, 0.05% hits;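 active = mean replicate inhibition above about 25%, with every replicate also reaching it, limit read from the data, passing the limit was not always enough; inconclusive = only one of those two criteria met; inactive = neither criterion met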
# Target sequence (Q15084 whole entry, looked up): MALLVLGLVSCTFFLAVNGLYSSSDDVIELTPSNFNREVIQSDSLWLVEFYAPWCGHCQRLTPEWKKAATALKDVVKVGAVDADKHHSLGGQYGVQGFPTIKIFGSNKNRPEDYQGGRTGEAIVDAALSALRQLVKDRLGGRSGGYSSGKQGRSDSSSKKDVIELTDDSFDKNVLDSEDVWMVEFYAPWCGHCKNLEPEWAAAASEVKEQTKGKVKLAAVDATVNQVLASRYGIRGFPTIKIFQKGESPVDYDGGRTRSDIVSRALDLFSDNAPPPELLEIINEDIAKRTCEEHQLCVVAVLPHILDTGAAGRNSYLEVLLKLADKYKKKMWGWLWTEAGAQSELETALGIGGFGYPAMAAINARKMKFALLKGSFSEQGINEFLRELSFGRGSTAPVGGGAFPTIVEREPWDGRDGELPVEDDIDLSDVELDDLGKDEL
# * = called active by the depositor; ? = inconclusive; / = no result given.
SMILES,esBAF inh,S100A4 MyoIIA,RAD54 inh,XiGFP reactiv,E-selectin induc,ERAP1 HTS inh,RAD52 anneal inh,ERp5 block
COc1ccc(-c2noc(Cn3cc(S(=O)(=O)N4CCCC4)ccc3=O)n2)cc1,-3,-11,-6,-0.1,-0.1,2,-23,2
C[C@@H]1CN([C@H](C)CO)C(=O)c2cccc(NC(=O)Nc3ccc(F)cc3)c2O[C@@H]1CN(C)C(=O)Nc1cccc2ccccc12,1,4,8,-0.1,0.1,-2,-12,-2
Cc1nc(S(=O)(=O)N[C@@H]2CCN(Cc3ccc(OCCO)cc3)C2)cn1C,/,-11,-7,/,/,-2,17,1
O=C(CN1CCOCC1)N1CC(=O)N2[C@H](C1)[C@@H](c1ccc(-c3cccc(F)c3)cc1)[C@@H]2CO,/,-1,/,0.2,0.0,-1,8,0
COC(=O)CCCCCN1C(=O)NC(c2ccc(-c3ccccc3)cc2)C(C(=O)OCc2ccccc2)=C1C (configuration not stated),/,-6,/,0.1,-0.1,-1,7,2
O=C(Nc1nccs1)c1ccc2ccccc2c1,7,-13,-3,0.7,-0.1,2,-18,4
Cc1csc(NC(=O)CN2C(=O)c3ccccc3C2=O)c1C(N)=O,/,6,-11,3.8,/,/,-34,1
Cc1cc(NC(=O)c2nn(C)c(C)c2Br)no1,23,0,3,0.0,-0.2,-2,-15,6
CNCCCOc1cc(C)cc(C)c1C,3,0,4,0.0,/,0,-10,3
Nc1o[nH]c(=O)c1Cc1ccccc1,4,2,5,0.0,0.1,1,-14,2
C[C@H](CO)N1C[C@H](C)[C@@H](CN(C)Cc2cccnc2)Oc2ncc(C#Cc3ccccn3)cc2C1=O,4,14,-4,-0.8,-0.2,-2,-41,-1
CC1=CC(=O)C(C(C)C)=C/C1=C(\c1cc(C(C)C)c(OP(=O)(O)O)cc1C)c1ccccc1C(=O)O,5,2,6,0.4,0.3,-67,-22,1
Nc1[nH]c(C(=O)c2ccccc2)c(-c2ccc(Br)cc2)c1C(=O)c1ccc(Br)cc1,/,0,/,0.2,0.0,-3,-27,5
CNc1nc(NCc2cccc(OC)c2)c2sccc2n1,-1,-2,-6,0.0,-0.1,-3,-13,0
CC1CCN(c2nc3c(c(=O)n(C)c(=O)n3C)n2CCSc2ncccn2)CC1,0,-1,-3,0.0,0.3,-1,-7,-2
CCOc1ccc(OCC)c(NC(=O)CN2CCN(c3cccc(C)c3C)CC2)c1,3,-10,0,/,/,-10,-7,2
CC(C)NC(=O)C1(C)CCCCCN1C(=O)c1ccc(-c2ccccc2)cc1 (configuration not stated),-4,4,-6,-0.2,0.0,-4,-4,4
O=C(CN(C(=O)c1csnn1)c1ccccc1F)NCc1ccc2c(c1)OCO2,-2,-6,-16,0.0,/,-5,2,1
COc1ccc(N(CCCN2C(=O)c3cccc4cccc(c34)C2=O)C(=O)c2cccnc2)cc1,/,-5,/,0.0,/,7,19,-1
Cc1noc(C)c1S(=O)(=O)N(C)C[C@@H]1OCCCC[C@@H](C)Oc2ccc(N(C)C)cc2C(=O)N([C@H](C)CO)C[C@H]1C,-2,-16,0,0.0,-0.1,2,-10,2
COCC(=O)N1[C@@H](C#N)[C@@H](c2ccccc2-c2ccccc2)[C@@H]1CO,/,4,/,0.2,0.0,3,6,-1
O=C([C@@H]1[C@@H](CO)[C@@H]2Cn3c(ccc(C4=CCCCC4)c3=O)[C@H]1N2Cc1nccs1)N1CCOCC1,-7,-1,-20,0.0,-0.5,1,1,-7
CCCNC(=O)C1(C)CCN1C(=O)C/C=C/c1ccccc1 (configuration not stated),-2,-3,-2,0.0,-0.1,0,-11,-2
CCOC(=O)N1CCN(C(=S)NC2CCCCC2)CC1,/,-4,/,-0.1,-1.9,1,-9,3
Cc1cccc(N2C(=O)CC(NNc3nc4ccccc4s3)C2=O)c1 (configuration not stated),/,1,/,0.0,0.7,0,-3,2
COc1cccc(-c2noc(CCCC(=O)Nc3ccc(C(N)=O)cc3)n2)c1,-4,9,2,-0.1,/,-1,-13,2
COc1ccccc1N1CCN(C2CC(=O)N(c3cccc(Cl)c3)C2=O)CC1 (configuration not stated),-3,3,-3,1.0,2.3,-1,-24,4
Cc1noc(C)c1NC(=O)Nc1ccc2c(c1)C(=O)N([C@@H](C)CO)C[C@@H](C)[C@@H](CN(C)S(=O)(=O)c1ccc(Cl)cc1)OCCCC[C@H](C)O2,-7,-5,-1,0.2,-0.1,2,7,0
O=C1CCc2cc(S(=O)(=O)NCCc3ccccc3)cc3c2N1CC3,/,-7,7,0.1,-1.2,-2,-5,-1
Cc1ccccc1-c1nc(NCCN(C)C)nc2ccsc12,-13,-1,4,0.1,0.2,3,-4,5
CO[C@H]1CN(C)C(=O)c2ccc(NC(=O)Nc3ccccc3F)cc2OC[C@H](C)N(Cc2ccccc2C(=O)O)C[C@@H]1C,/,0,/,-0.3,6.8,0,13,-5
COc1cc(/C=C2/C(=O)NN(c3ccccc3)C2=O)cc(Br)c1O,12,0,1,0.0,0.2,3,-88,5
CCC(OC(=O)c1cc2sccc2n1C)C(=O)NCc1ccco1 (configuration not stated),7,-1,-7,/,/,2,-6,1
CCc1c(-c2ccc(Cl)cc2)ncn1CCc1ccccc1OC,/,0,/,0.0,0.2,0,-14,8
O=C(O)C(C1CCCCC1)C1(O)CCCC1 (configuration not stated),-9,-5,8,0.0,-0.5,0,-7,-1
N#C/C(=C/c1cn(CC(=O)O)c2ccccc12)C(=O)Nc1ccccc1,/,9,/,0.0,/,0,-21,1
OCCOCCOc1ccc(-c2nn[nH]n2)cc1,-3,-4,6,0.1,/,-1,-20,-2
COc1ccc(NC(=O)N(C)C[C@H]2OCCCC[C@H](C)Oc3ccc(NS(=O)(=O)c4ccc(C)cc4)cc3C(=O)N([C@@H](C)CO)C[C@H]2C)cc1,1,-4,-8,0.1,/,1,3,1
CCOC(=O)c1c(/N=C/c2cccc([N+](=O)[O-])c2O)sc(C)c1C,/,0,-9,0.1,-0.1,2,-47,2
O=C(Cc1ccsc1)NNC(=O)c1cccc(Cl)c1,1,10,7,0.0,0.0,-1,-20,9
Cc1ccc2c(c1)C(=O)CC(c1ccc3c(c1)OCCO3)O2 (configuration not stated),?,1,4,0.0,0.2,-3,-8,-2
C[C@@H]1CN([C@@H](C)CO)C(=O)c2cc(C#CCC3CCCC3)cnc2O[C@@H]1CN(C)Cc1ccccn1,-4,5,-1,0.8,-0.4,-5,17,0
CCCCOc1ccc(CN2CCCCC2)cc1,-3,5,/,/,/,-2,-3,0
CN(C)CCn1c(COc2ccccc2)nc2ccccc21,/,16,/,-0.2,/,-8,-6,1
CN(Cc1cccc2cnccc12)C(=O)CCc1nnc(CCc2ccccc2)o1,/,5,/,0.0,0.0,-1,-16,-1

# Taken from the results shown, 13 compounds:
SMILES,esBAF inh,S100A4 MyoIIA,RAD54 inh,XiGFP reactiv,E-selectin induc,ERAP1 HTS inh,RAD52 anneal inh,ERp5 block
CCC(OC(=O)c1cc2sccc2n1C)C(=O)NCc1ccco1 (configuration not stated),7,-1,-7,/,/,2,-6,1
CCc1c(-c2ccc(Cl)cc2)ncn1CCc1ccccc1OC,/,0,/,0.0,0.2,0,-14,8
O=C(O)C(C1CCCCC1)C1(O)CCCC1 (configuration not stated),-9,-5,8,0.0,-0.5,0,-7,-1
N#C/C(=C/c1cn(CC(=O)O)c2ccccc12)C(=O)Nc1ccccc1,/,9,/,0.0,/,0,-21,1
OCCOCCOc1ccc(-c2nn[nH]n2)cc1,-3,-4,6,0.1,/,-1,-20,-2
COc1ccc(NC(=O)N(C)C[C@H]2OCCCC[C@H](C)Oc3ccc(NS(=O)(=O)c4ccc(C)cc4)cc3C(=O)N([C@@H](C)CO)C[C@H]2C)cc1,1,-4,-8,0.1,/,1,3,1
CCOC(=O)c1c(/N=C/c2cccc([N+](=O)[O-])c2O)sc(C)c1C,/,0,-9,0.1,-0.1,2,-47,2
O=C(Cc1ccsc1)NNC(=O)c1cccc(Cl)c1,1,10,7,0.0,0.0,-1,-20,9
Cc1ccc2c(c1)C(=O)CC(c1ccc3c(c1)OCCO3)O2 (configuration not stated),?,1,4,0.0,0.2,-3,-8,-2
C[C@@H]1CN([C@@H](C)CO)C(=O)c2cc(C#CCC3CCCC3)cnc2O[C@@H]1CN(C)Cc1ccccn1,-4,5,-1,0.8,-0.4,-5,17,0
CCCCOc1ccc(CN2CCCCC2)cc1,-3,5,/,/,/,-2,-3,0
CN(C)CCn1c(COc2ccccc2)nc2ccccc21,/,16,/,-0.2,/,-8,-6,1
CN(Cc1cccc2cnccc12)C(=O)CCc1nnc(CCc2ccccc2)o1,/,5,/,0.0,0.0,-1,-16,-1

# (more compounds)
SMILES,esBAF inh,S100A4 MyoIIA,RAD54 inh,XiGFP reactiv,E-selectin induc,ERAP1 HTS inh,RAD52 anneal inh,ERp5 block
Cc1ccc(-c2cnc3c(c2)C(=O)N([C@@H](C)CO)C[C@@H](C)[C@@H](CN(C)S(C)(=O)=O)O3)cc1,-8,24,3,-1.4,0.1,13,4,2
CC(C)c1nc2cc(C(=O)N(C)C3CCOCC3)ccc2o1,/,-2,4,0.0,/,5,1,2
COc1ccc([C@H]2N[C@]3(CCCN(Cc4ccco4)C3=O)[C@H]3C(=O)N(Cc4ccccc4)C(=O)[C@@H]23)cc1,-4,0,3,0.0,6.1,/,-23,3
CCOc1ccc(NC(=O)N2CCCC2C(=O)NCC2CCCO2)cc1 (configuration not stated),/,3,/,0.2,0.0,0,-16,2
O=c1[nH]c(-c2ccccc2)nc(-c2ccccc2)c1Cl,/,-6,/,0.2,/,/,-7,5
O=C1C2=C(CCCC2)C(=O)N1CNc1ccccc1,1,-1,/,0.0,-0.2,4,-7,-1
CCCCN1C(=O)C(=O)N(CC(=O)c2cc(C)n(C3CC3)c2C)C1=O,13,0,-7,0.0,/,-2,-5,4
CC(C)NC(=O)Nc1ccc2c(c1)C(=O)N([C@H](C)CO)C[C@H](C)[C@@H](CN(C)Cc1ccccc1)OCCCC[C@H](C)O2,2,-7,2,0.4,0.0,3,7,-4
Cn1nc(-c2ccccc2)cc1NC(=O)c1cccs1,/,-2,/,0.0,/,/,-22,1
